High-throughput results (PubChem BioAssay)
PGE2 EP2 inh = inhibitors of human EP2 prostaglandin E2 receptor; C6 glioma cells expressing human EP2, cAMP TR-FRET; cells stimulated with saturating PGE2; P43116; hit rate 0.52% among 260,000; inhibition, % at 25 µM;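 active means percent inhibition above 40 after rounding to a whole number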;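 further: rat C6 glioma host cells with rolipram phosphodiesterase inhibitor present; the protocol text gives 20 µM as final concentration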
Target sequence (P43116 whole entry, looked up): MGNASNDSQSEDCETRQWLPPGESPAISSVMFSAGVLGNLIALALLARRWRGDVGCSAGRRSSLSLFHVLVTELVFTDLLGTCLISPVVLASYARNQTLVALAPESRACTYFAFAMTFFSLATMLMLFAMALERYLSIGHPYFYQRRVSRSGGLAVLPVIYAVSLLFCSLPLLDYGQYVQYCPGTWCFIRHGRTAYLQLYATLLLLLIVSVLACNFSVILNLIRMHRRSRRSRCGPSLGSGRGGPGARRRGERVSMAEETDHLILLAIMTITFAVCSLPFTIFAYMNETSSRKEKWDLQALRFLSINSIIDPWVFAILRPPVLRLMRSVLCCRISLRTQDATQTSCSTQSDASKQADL
Numbers without * were called inactive; & = joins results of further samples.

SMILES | PGE2 EP2 inh
Nc1cc(=O)[nH]c(N)n1 | 13
O=C1c2ccccc2C(=O)c2c(O)c(O)cc(O)c21 | 8
CCC(Cc1c(I)cc(I)c(N)c1I)C(=O)O (stereo not drawn) | 11
Cc1nc2c([nH]1)c(=O)n(C)c(=O)n2Cc1ccco1 | 17
CCN1CC(CCN2CCOCC2)C(c2ccccc2)(c2ccccc2)C1=O (stereo not drawn) | 13
Cc1c(Cc2ccccc2)sc(NC(=O)C2CCCCC2C(=O)O)c1C(N)=O (stereo not drawn) | 7
Cc1ccc(C(=O)C(C)CN2CCCCC2)cc1 (stereo not drawn) | 14
C[C@H](CCC(=O)O)[C@H]1CCC2C3C(CC[C@@]21C)[C@@]1(C)CC[C@@H](O)C[C@H]1C[C@H]3O (stereo partly drawn) | 12
NC(=O)c1ccc([N+](=O)[O-])cc1Cl | 7
CC(C)(C(=O)c1cccnc1)c1cccnc1 | 13
CN=C(NC#N)Nc1ccc(C2=NNC(=O)CC2C)cc1 (stereo not drawn) | 6
O=C(OC1C[C@@H]2CC3C[C@H](C1)N2CC3=O)c1c[nH]c2ccccc12 (stereo partly drawn) | 15
NC(=O)NC(=O)Cc1ccccc1 | 10
CN(C)CCC[C@@]1(c2ccc(F)cc2)OCc2cc(C#N)ccc21 | 17&10
COC(=O)Nc1nc2ccc(S(=O)c3ccccc3)cc2[nH]1 (stereo not drawn) | 15
CCOC(=O)Nc1ccc(NCc2ccc(F)cc2)nc1N | 9

Already shown: 6 of the compounds above.
SMILES | PGE2 EP2 inh
Nc1cc(=O)[nH]c(N)n1 | 13
O=C1c2ccccc2C(=O)c2c(O)c(O)cc(O)c21 | 8
CCC(Cc1c(I)cc(I)c(N)c1I)C(=O)O (stereo not drawn) | 11
Cc1nc2c([nH]1)c(=O)n(C)c(=O)n2Cc1ccco1 | 17
CCN1CC(CCN2CCOCC2)C(c2ccccc2)(c2ccccc2)C1=O (stereo not drawn) | 13
Cc1c(Cc2ccccc2)sc(NC(=O)C2CCCCC2C(=O)O)c1C(N)=O (stereo not drawn) | 7

Looked up above:
`CCOC(=O)Nc1ccc(NCc2ccc(F)cc2)nc1N` in PGE2 EP2 inh → 9
`COC(=O)Nc1nc2ccc(S(=O)c3ccccc3)cc2[nH]1` (stereo not drawn) in PGE2 EP2 inh → 15
`NC(=O)NC(=O)Cc1ccccc1` in PGE2 EP2 inh → 10

An excerpt; count on the stated rates, not on these rows.
